P. falciparum M1AAP: P. falciparum M1AAP inhibitors, biochemical, fluorogenic H-Leu-NHMec substrate, 1536-well (AID 1445); inhibition, % at 30 µM, or IC50 in µM where a hit was titrated; recombinant M1AAP, H-Leu-NHMec fluorogenic kinetic assay; higher % means a stronger effect; 220,000 compounds, 0.42% hits;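 active means primary inhibition above the hit cutoff, then over 50% inhibition at one or more dose response concentrations, cut at about 23% in these data, passing the limit was not always enough; inconclusive means conflicting primary data, or primary hits not chosen for dose response; inactive means low primary inhibition, or under 50% at every dose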;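 further: plate controls were DMSO full reaction for no effect and no enzyme background for full effect; strong numbers were not always called active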
NOD2 inhibition: NOD2 signaling inhibitors, cell-based, luminescence, uHTS, HEK293 (AID 1566) | HEK293 NOD2/NF-kB luciferase reporter, luminescence; higher % means a stronger effect | inhibition, % at 4 µM, or EC50 in µM where a hit was titrated | 290,000 compounds, 0.63% hits; further: many of its hits are not listed in these tables
Dynein transport: blocks dynein driven cargo transport along microtubules. 3617.4 mouse cells, GR-EGFP nuclear translocation imaging; test concentration mostly 20 µM; stimulated with dexamethasone, 1 µM; active compounds read low. z-score, hits read low. 220,000 compounds, 0.47% hits. AID 1381;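 active means plate z-score of nuclear minus cytoplasmic receptor signal below a set negative limit, without overly bright fluorescence or cell loss, cut at about -3.5 in these data, passing the limit was not always enough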;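 further: z-score of nuclear minus cytoplasmic ring GR-EGFP intensity difference per well; some compounds called inactive have numbers as strong as hits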
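Buffer or medium: Induction medium lacking tetracycline, stripped serum | Also added: Dexamethasone agonist, 1.0 µM final, for 30 min | Timing: 48 h induction, 1 h compound, 30 min dex at 37 °C | Detection: Formaldehyde fixation, Hoechst nuclear stain, 10x automated fluorescence imaging | Measure: Nuclear versus cytoplasmic GR-EGFP signal, averaged per well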
M17LAP inhibition: P. falciparum M17LAP inhibitors, primary screen, biochemical, fluorogenic H-Leu-NHMec substrate, 1536-well (AID 1619) | inhibition, % at 30 µM, or IC50 in µM where a hit was titrated | 220,000 compounds, 0.38% hits | recombinant M17LAP, H-Leu-NHMec fluorogenic kinetic assay; higher % means a stronger effect;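 active means compound inhibiting the enzyme by more than half at any dose during confirmatory dose-response retesting; inconclusive means strong single-dose inhibitors picked by rank but not retested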;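 further: plate controls were full reaction with DMSO carrier for no effect and no enzyme background for full effect; strong numbers were not always called active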
KOR beta-arrestin-1: KOR agonists, beta-arrestin recruitment, primary screen, cell-based, luminescence, uHTS (AID 1777). KOR beta-arrestin recruitment, luminescence; higher % means a stronger effect. activation, % at 10 µM, or EC50 in µM where a hit was titrated. 280,000 compounds, 0.02% hits; in the data active means activation above about 50%, passing the limit was not always enough; further: a part of the inactive calls stands beside numbers as strong as those of hits
KOR beta-arrestin-2: KOR antagonists, beta-arrestin recruitment, cell-based, luminescence, uHTS (AID 1778) | 290,000 compounds, 0.091% hits | KOR beta-arrestin recruitment, luminescence, antagonist mode; higher % means a stronger effect | inhibition, % at 10 µM; hits with a dose series show IC50 in µM; further: strong numbers were not always called active
NOD1 NF-kB reporter: inhibition of NOD1-driven NF-kB reporter – cell-based, luminescence, uHTS, primary screen (AID 1578); NOD1-driven NF-kB luciferase reporter cells, luminescence; higher % means a stronger effect; one-dose inhibition, % at 4 µM; EC50 in µM for titrated hits; 290,000 compounds, 1% hits; in the data active means inhibition mostly above about 36%, no sharp cut-off; inactive means mostly below about 34%;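 further: HEK-293T reporter cells stimulated with the NOD1 agonist gamma-tri-DAP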
AID2073: inhibitors of Mint1-CaV2.2 protein interaction, biochemical, HTRF (AID 2073). HTRF protein-protein interaction, Mint1-CaV2.2; higher % means a stronger effect. inhibition, % at 20 µM; hits with a dose series show IC50 in µM. 290,000 compounds, 0.19% hits; in the data active means inhibition mostly above about 51%, no sharp cut-off; inconclusive means no clear call, values can overlap the other calls; inactive means mostly below about 53%; further: some results filed as inactive read as strong as hits
GPR55 beta-arrestin: selective activators of receptor GPR55 – imaging, U2OS cells, beta-arrestin-GFP redistribution, primary screen (AID 1961); U2OS GPR55 beta-arrestin-GFP redistribution imaging; higher % means a stronger effect; one-dose activation, % at 10 µM; EC50 in µM for titrated hits; 290,000 compounds, 0.048% hits;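 active means activation above 40% with more than 50 cells counted in the well; inconclusive means wells holding fewer than 50 cells, flagged as toxic or sparse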;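 further: U2OS osteosarcoma cells stably expressing GPR55 and beta-arrestin-GFP; plate controls were DMSO negative control for no effect and LPI positive control for full effect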
Dynein transport cytoplasmic EGFP: further read-out of Dynein transport, marked with its call; z-score; measured here: cytoplasmic GR-EGFP intensity; active compounds read high
Dynein transport nuclear GR-EGFP: further read-out of Dynein transport, marked with its call; z-score; measured here: nuclear GR-EGFP intensity;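 lower value marks the stronger effect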
Dynein transport cell count: also measured in Dynein transport; calls as there; z-score; measured here: cell count per field
* marks the source's active call; other numbers are inactive results; ? = inconclusive; . = no result given; [ ] = dose if it differs, or a comment. Unless noted, no stated cut-off is given here; in the data, active means inhibition above about 50%; inactive means the rest. The list is partial. The share of hits here may be higher or lower than overall.

SMILES	P. falciparum M1AAP	NOD2 inhibition	Dynein transport	Dynein transport cytoplasmic EGFP	Dynein transport nuclear GR-EGFP	Dynein transport cell count	M17LAP inhibition	KOR beta-arrestin-1	KOR beta-arrestin-2	NOD1 NF-kB reporter	AID2073	GPR55 beta-arrestin
CN1CCCN(Cc2ccc(Cl)cc2Cl)CC1	5%	-4%	-0.14	0.015	-0.13	0.69	7%	-4.3%	1%	-4%	-7%	0.3%
N#Cc1cccc(NC(=O)CSc2sc3c(O)cc(=O)[nH]c3c2C#N)c1	.	20%	.	.	.	.	.	-0.8%	-10%	-19%	24%	-0.2%
COc1ccccc1CNC(=S)Nc1cc(C)ccc1C	-2%	21%	-0.13	-0.36	0.24	0.02	6%	-2.7%	-4%[20 µM]	-25%	1%	0.2%
O=C(c1ccccc1)N1CCc2ccccc21	10%	-11%	1	-0.26	0.52	0.092	3%	-0.4%	-22%	-12%	4%	-0.2%
CC(C)(C)c1ccc(C(=O)N2CCC(NC(=O)c3ccccc3)CC2)cc1	.	-28%	.	.	.	.	.	3.0%	26%	6%	8%	-0.1%
CCN1CCN(CCNC(=O)c2ccc(CS(=O)c3ccc(Cl)cc3)o2)CC1 (centres undefined)	.	15%	.	.	.	.	.	-6.4%	-9%	-24%	-9%	-0.3%
O=C(CCCc1nc(-c2ccccc2)no1)NC1CCCC1	.	4%	.	.	.	.	.	-5.5%	1%	-26%	10%	0.1%
COc1ccc(C(=O)NCC2(N3CCCCC3)CCCCC2)cc1S(=O)(=O)N(C)C	.	12%	.	.	.	.	.	-2.5%	-5%	-3%	-7%	-0.1%
Cc1cccc(-n2ccnc2SCC(=O)Nc2nccs2)c1	2%	-26%	-0.42	-0.21	-0.094	0.36	11%	4.3%	1%	-34%	7%	0.0%
CC(C)(C)c1ccc(OCC(=O)NNC(=S)NC(=O)c2ccccc2[N+](=O)[O-])c(Br)c1	-16%	15%	0.17	-0.28	-0.1	-0.11	25%	-1.7%	-13%	-7%	-5%	-0.3%
CCCCCCC(=O)Nc1nnc(CC)s1	-8%	12%	-1.1	-0.25	-0.59	0.49	-2%	0.6%	-5%	-45%	-8%	0.0%
Cc1c(S(=O)(=O)c2ccccn2)c(N)n(Cc2cccc(Cl)c2)c1C	6%	-19%	0.2	-0.15	0.65	-0.18	-2%	5.0%	-1%	-12%	-10%	0.1%
COc1ccc([N+](=O)[O-])cc1NC(=O)CCN1CCN(c2ccccc2)CC1	5%	17%	-0.25	-0.38	0.017	-0.054	12%	-4.5%	-1%	-16%	11%	0.1%
N#Cc1c(SCC(=O)Nc2nc3ccc(Br)cc3s2)sc2c(O)cc(=O)[nH]c12	.	3%	.	.	.	.	.	-2.2%	-26%	-44%	51%	0.2%
COc1ccc(S(=O)(=O)CCc2nnc(NC(=O)c3ccc(F)cc3)s2)cc1	.	5%	.	.	.	.	.	-1.3%	-16%	-15%	0%	-0.1%
CC(C)c1ccc(Nc2nnc(SCC(=O)c3nnc(-c4ccccc4)o3)s2)cc1	8%	-104%	-0.94	0.045	0.16	0.3	?	2.7%	32%	-79%	2%	0.2%
Cc1cccc2c1N1C(=O)c3c(C(=O)O)cccc3C1CC2C (centres undefined)	-4%	10%	-0.45	-0.22	0.052	0.68	7%	12%	-31%	25%	3%	0.5%
CCCCC(=O)Nc1sc(C(=O)N(CC)CC)c(C)c1C(=O)OC	2%	12%	0.61	-0.14	0.79	-1.5	-10%	-6.6%	2%	-16%	-13%	-0.2%
C/C(=N\NC(=O)c1ccc(O)cc1)c1cc2ccccc2o1	6%	-28%	-1	-0.33	-0.58	0.33	3%	1.4%	3%	-67%	22%	0.2%
COc1cc(OC)cc(-c2nc3nc(C)c(CCC(=O)NCc4ccco4)c(C)n3n2)c1	6%	17%	-0.46	-0.21	0.2	0.025	15%	-3.4%	4%	1%	8%	-0.2%
Cc1noc(C)c1C(=O)NC(C)C12CC3CC(CC(C3)C1)C2 (centres undefined)	3%	12%	-0.82	-0.32	-0.33	0.71	-11%	-0.6%	5%	-24%	5%	-0.3%
CC1=CCC(C(=O)O)(C(=O)N/N=C/c2cccs2)C(c2ccc(F)cc2)C1 (centres undefined)	9%	4%	-0.91	-0.4	-0.36	0.78	8%	-3.7%	-46%	-7%	-2%	0.2%
CC1(C)Cc2c(ccc3ccccc23)C(c2cc3ccccc3oc2=O)=N1	-3%	-48%	-0.31	-0.23	-0.94	0.76	-7%	18%	-3%	-30%	6%	-0.2%
O=C(NCc1ccc2c(c1)OCO2)c1sccc1Br	2%	12%	0.073	0.27	0.11	0.2	0%	-3.8%	9%	-2%	1%	-0.1%
COc1ccc(CCC(=O)NCCNC(=O)CCc2ccc(OC)cc2)cc1	.	8%	.	.	.	.	.	-2.7%	-25%[20 µM]	2%	8%	-0.2%
COc1ccccc1NS(=O)(=O)c1ccc2oc(SC3CCOC3=O)nc2c1 (centres undefined)	10%	24%	0.54	0.15	0.5	-0.76	6%	-1.7%	14%	-5%	11%	0.0%
Fc1ccc(NC(=S)NC2CC3CCC(C2)N3Cc2ccco2)cc1 (centres undefined)	10%	-19%	-0.18	-0.35	-0.4	0.62	2%	0.8%	23%[20 µM]	-17%	-11%	-0.1%
COc1ccc(N2CCN(c3nc(Cl)nc(N4CCOCC4)n3)CC2)cc1	7%	-6%	-0.71	-0.27	-0.58	1.1	11%	-0.8%	-7%	-13%	5%	-0.2%
Cc1cccc(S(=O)(=O)NNC(=O)c2cc(-c3ccc(F)cc3)nc3ccccc23)c1	15%	4%	-0.0051	-0.067	0.28	0.17	1%	-2.0%	-76%[20 µM]	-24%	1%	-0.1%
CC(C)(C)c1csc(NC(=O)c2ccc3nccnc3c2)n1	0%	-56%	0.56	-0.39	0.38	0.24	8%	0.9%	-19%	-72%	8%	-0.1%
O=C(NC1CC1)c1sc2ccccc2c1Cl	.	-11%	.	.	.	.	.	-3.4%	13%	-5%	-4%	-0.2%
Cc1ccc2c(c1)c1c(n2CC(O)CNC(C)(C)C)CCCC1 (centres undefined)	11%	8%	2.2	0.074	1.2	-0.78	14%	-4.4%	-4%	13%	-6%	-0.2%
COc1cccc(NC(=O)CSc2nnc(C)s2)c1	1%	-1%	0.38	-0.23	0.41	-1.2	0%	-0.6%	36%	-15%	5%	0.0%
O=C(CCN1C(=O)C2C3CCC(C3)C2C1=O)Nc1ccccc1C(F)(F)F (centres undefined)	-3%	-5%	0.63	-0.19	1.2	-1.3	18%	-0.6%	5%	-45%	-8%	-0.2%
Cc1noc(C)c1S(=O)(=O)N(CC(=O)N1CCc2ccccc21)c1ccc(C(C)C)cc1	12%	-3%	1.9	-0.069	1.1	-1	-3%	11%	8%	6%	-5%	-0.1%
NS(=O)(=O)c1ccc(NC(=O)COC(=O)c2cc([N+](=O)[O-])ccc2Cl)cc1	-1%	-5%	-0.32	-0.23	-0.25	1.2	-3%	1.7%	10%	-10%	5%	-0.2%

3 entries already listed, arranged by their value in NOD1 NF-kB reporter, smallest number first:
smiles,NOD1 NF-kB reporter
CC(C)(C)c1csc(NC(=O)c2ccc3nccnc3c2)n1,-72%
COc1cccc(NC(=O)CSc2nnc(C)s2)c1,-15%
Cc1noc(C)c1S(=O)(=O)N(CC(=O)N1CCc2ccccc21)c1ccc(C(C)C)cc1,6%

The listing picks up; the 2 compounds before the break are reprinted first.
SMILES	P. falciparum M1AAP	NOD2 inhibition	Dynein transport	Dynein transport cytoplasmic EGFP	Dynein transport nuclear GR-EGFP	Dynein transport cell count	M17LAP inhibition	KOR beta-arrestin-1	KOR beta-arrestin-2	NOD1 NF-kB reporter	AID2073	GPR55 beta-arrestin
Cc1noc(C)c1S(=O)(=O)N(CC(=O)N1CCc2ccccc21)c1ccc(C(C)C)cc1	12%	-3%	1.9	-0.069	1.1	-1	-3%	11%	8%	6%	-5%	-0.1%
NS(=O)(=O)c1ccc(NC(=O)COC(=O)c2cc([N+](=O)[O-])ccc2Cl)cc1	-1%	-5%	-0.32	-0.23	-0.25	1.2	-3%	1.7%	10%	-10%	5%	-0.2%
O=C(NC(C1CC1)C1CC1)C1CCC(=O)N(CCCN2CCCC2=O)C1 (centres undefined)	.	3%	.	.	.	.	.	4.9%	-8%	-9%	-5%	-0.1%
Cc1ccccc1NC(=O)CSc1nnc(Cc2ccccc2)o1	1%	8%	-0.66	-0.28	-0.81	1.7	12%	-5.6%	3%	-27%	10%	-0.2%
CCN(CC)C(=O)COc1ccc2c3c(c(=O)oc2c1)CCCC3	.	6%	.	.	.	.	.	3.4%	-38%[20 µM]	-31%	5%	0.1%
CCOC(=O)c1sc2nc(C)nc(NCCc3ccc(S(N)(=O)=O)cc3)c2c1C	.	14%	.	.	.	.	.	0.4%	-6%	35%	28%	-0.2%
N#CCCCn1c(=O)oc2ccccc21	.	14%	-0.7	-0.23	0.0082	0.65	.	-2.1%	-16%[20 µM]	-27%	-1%	-0.1%
O=C(Cn1c(=O)n(CC2CCCO2)c(=O)c2ccccc21)c1ccc(Cl)c(Cl)c1 (centres undefined)	3%	-11%	-0.00014	-0.13	0.31	0.29	0%	.	-11%	-13%	26%	-0.1%
COc1ccc(SCc2noc(C(=O)NCC3CCCO3)c2C(=O)O)cc1 (centres undefined)	2%	13%	-0.95	-0.24	-0.96	0.29	25%	1.0%	-10%	9%	1%	0.2%
CCOC(=O)C1CCN(C(=O)Cn2cc(C(=O)C3CC3)c3ccccc32)CC1	7%	6%	-0.19	-0.087	-0.032	0.43	-9%	1.4%	2%	-2%	-2%	-0.1%

Screening results (PubChem BioAssay)
